GALK inhibitor: galactokinase (human) inhibition. 270,000 tested, 0.007% active. P51570. Purified GALK, Kinase-Glo residual ATP luminescence. Potency, µM (top dose mostly 57.5 µM), for inactives: at the top dose activity change, negative = inhibition, actives largely listed as inhibitors; also: potency is read from the fitted curve at half-maximal effect; % is scaled to controls: 0 for no effect and ±100 for the full control effect
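ATP-depletion format; final 35 uM ATP, 100 uM D-galactose, 5 nM enzyme; pH 8.0 HEPES/Mg2+ buffer; 60 min RT; luminescence read 10 min after detection reagent.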
B2AR arrestin: beta2AR (human) beta-arrestin recruitment activity; P07550; beta-arrestin recruitment to beta2AR, cell-based reporter; Potency, µM (top dose mostly 46.1 µM), for the others: at the highest dose activation, hits mostly activators; 330,000 tested, 0.02% active; AID 492947;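 also: potency is read from the fitted curve at half-maximal effect; 0% = DMSO controls and full agonism = EC100 isoproterenol or metaproterenol; nearly all actives have a fitted effect of over 65% in size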
Integrin act MD: activators of alpha7 integrin expression for muscular dystrophy. alpha7betagal myoblasts, beta-gal FDG fluorescence, 48 h. Potency, µM (series often up to 38.3 µM), for the others: at the top dose activation, most hits filed as activators. 350,000 tested, 0.064% active. AID 624291;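 also: potency is read from the fitted curve at half-maximal effect; 100% = response of the positive control SU9516; nearly all actives have a fitted effect of over 60% in size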
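Alpha7betagal+/- myoblasts (passage 13) were plated 16-24 hr, then exposed to compounds (1:260 dilution of DMSO stock) for 48 hours at 37C. After MPER lysis, β-galactosidase reporter activity was read as FDG fluorescence (ex 480/em 540) after 30 minutes.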
Giardia kill: kills Giardia lamblia; Giardia lamblia trophozoite viability; activity change, % at 7.66 µM, hits read low; 340,000 tested, 0.15% active; AID 540267; in the data active = activity change below about -80%; inconclusive = between about -30% and that limit;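 also: parasites exposed to compound for two days anaerobically before the ATP read; % is scaled to controls: 0 for no effect and ±100 for the full control effect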
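Viability, read as ATP luminescence: trophozoites at 100 cells/well, compound added, 48 hrs anaerobic at 37 deg C, then 15-30 min room-temperature development before reading.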
PTAP TSG101 blk: blocks PTAP/TSG101 interaction to inhibit HIV-1 budding; Fluorescence polarization, FITC-PTAP peptide / Tsg101 binding; Potency, µM (series often up to 115 µM), for the others: at the top dose activity change, negative = inhibition, usual class: inhibitors; 340,000 tested, under 10 active; AID 493005; active = well fitted inhibition curve with a large enough effect in the main read-out, with a control signal flat, not every such curve was filed as active; inconclusive = small, poorly fitted or top-dose-only effect, or effect the other way, or a change in a side signal; inactive = no such curve, though single readings can be large or run the other way; also: potency is read from the fitted curve at half-maximal effect; % of control where 0% means no effect
Target sequence (Q99816 whole entry, looked up): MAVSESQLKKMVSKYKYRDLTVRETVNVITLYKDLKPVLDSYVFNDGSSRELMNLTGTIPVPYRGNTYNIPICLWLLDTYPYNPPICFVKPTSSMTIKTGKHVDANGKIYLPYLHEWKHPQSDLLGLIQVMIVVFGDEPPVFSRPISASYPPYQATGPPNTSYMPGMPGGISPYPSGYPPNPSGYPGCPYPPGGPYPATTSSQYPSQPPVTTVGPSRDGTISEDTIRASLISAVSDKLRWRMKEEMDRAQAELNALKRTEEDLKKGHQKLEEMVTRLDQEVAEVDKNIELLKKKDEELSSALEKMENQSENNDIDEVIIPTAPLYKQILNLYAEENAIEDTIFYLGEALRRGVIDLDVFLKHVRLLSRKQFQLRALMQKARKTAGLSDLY
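Steps: Tsg101 binding domain dispensed (10 uM final), compounds pinned in DMSO, FITC-labeled PTAP-motif peptide added (50 nM final); after 20 min binding at room temperature, polarization measured.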
PKM2 act: increases activity of human pyruvate kinase M2 | Potency, µM (highest dose often 57.5 µM), for the others: at the highest dose activation, usual class: activators | 260,000 tested, 0.34% active | P14618 | purified PKM2, Kinase-Glo ATP luminescence, activation; response scale: 0% is enzyme alone, no compound; also: potency is read from the fitted curve at half-maximal effect; % is scaled to controls: 0 for no effect and ±100 for the full control effect; nearly all actives have a fitted effect of over 55% in size
Target sequence (P14618 whole entry, looked up): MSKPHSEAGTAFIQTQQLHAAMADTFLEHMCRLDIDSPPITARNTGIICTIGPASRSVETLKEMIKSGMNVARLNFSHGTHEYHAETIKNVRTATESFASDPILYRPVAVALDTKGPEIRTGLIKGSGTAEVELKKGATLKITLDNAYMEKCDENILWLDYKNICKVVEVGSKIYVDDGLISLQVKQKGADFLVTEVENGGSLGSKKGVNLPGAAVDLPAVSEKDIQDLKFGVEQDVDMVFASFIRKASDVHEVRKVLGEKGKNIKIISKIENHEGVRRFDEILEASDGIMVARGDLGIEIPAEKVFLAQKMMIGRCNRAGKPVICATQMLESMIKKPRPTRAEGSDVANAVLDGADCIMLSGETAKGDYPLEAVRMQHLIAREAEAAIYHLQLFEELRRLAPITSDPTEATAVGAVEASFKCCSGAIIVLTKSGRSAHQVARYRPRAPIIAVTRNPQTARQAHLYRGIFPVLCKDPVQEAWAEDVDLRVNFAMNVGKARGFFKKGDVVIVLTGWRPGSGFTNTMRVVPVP
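ATP formation by purified human PK-M2, quantified via coupled luciferase luminescence after 1 h at room temperature with 0.1 mM ADP and 0.5 mM PEP final.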
FBPA coupling cs: coupling enzyme interference in Giardia aldolase counter-screen | activity change, negative = inhibition, % at 58.2 µM, hits read low | 290,000 tested, 0.67% active | coupling enzyme system counterscreen, AmpLite Red fluorescence; in the data active = activity change below about -30%; also: % is scaled to controls: 0 for no effect and ±100 for the full control effect
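Activity here indicates interference with the coupling reaction, not aldolase inhibition. Compounds at 57.5 uM final met coupling enzymes for 10 min at RT; substrate and AmpLite Red detection followed, with a 525/598 nm fluorescence read after 20 min.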
Tb PFK inh: blocks T. brucei phosphofructokinase; T. brucei PFK, ADP-Glo luminescence; Potency, µM (doses to about 57.5 µM), without a hit: at the top dose activity, negative = inhibition, most hits filed as inhibitors; 330,000 tested, 0.17% active;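 also: potency is read from the fitted curve at half-maximal effect; 0% = uninhibited 1x PFK enzyme wells and -100% = no-enzyme wells; nearly all actives have a fitted effect of over 60% in size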
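PFK 1.25 nM, F6P 0.5 mM, ATP 0.1 mM, 0.1 M TEA pH 8.0, 5 mM MgCl2, 0.01% Tween20, 0.1% BSA; 45 min RT. ADP-Glo readout. qHTS titration up to 57 uM; curves fitted, compounds curve-classed.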
Menin MLL FP TR: menin-MLL binding inhibition, Texas Red mutant peptide | Potency, µM (highest dose often 61.6 µM), for inactives: top-dose FP activity change, negative = inhibition, usual class: inhibitors | O00255 | 270,000 tested, 0.23% active | AID 1768 | Menin + Texas Red MLL mutant peptide, fluorescence polarization; active = well fitted inhibition curve with a large enough effect in the polarisation, with a control signal flat, not every such curve was filed as active; inconclusive = small, poorly fitted or top-dose-only effect, or effect the other way, or a change in a side signal; inactive = no such curve, though single readings can be large or run the other way; the % refers to the polarisation; also: potency is read from the fitted curve at half-maximal effect; % of control where 0% means no effect; many of its hits are not listed in these tables
BCR signal inh: chronic active BCR signaling inhibition; ABC-DLBCL IkBa-CBG/CBR reporter, luminescence ratio, 4 h; Potency, µM (highest dose often 46.1 µM), for inactives: top-dose ratio change, negative = lower green/red ratio, usual class: inhibitors; 340,000 tested, 0.05% active; AID 493014; active = well fitted inhibition curve with a large enough effect in the signal ratio, with a control signal flat, not every such curve was filed as active; inconclusive = small, poorly fitted or top-dose-only effect, or effect the other way, or a change in a side signal; the % refers to the signal ratio;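 also: potency is read from the fitted curve at half-maximal effect; plate controls were basal doxycycline-induced cells for no effect and cells given 10 µM MG132 for full effect; MG132 reads +100%, hits lower the ratio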
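TMD8 ABC-DLBCL cells carrying doxycycline-inducible green luciferase fused to IkappaBalpha plus unfused red luciferase were exposed to compounds (up to 46 uM) for 4 hrs at 37C. Activity came from the overlap-corrected green/red luminescence ratio.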
ASM inhibitor: blocks human secretory acid sphingomyelinase. P17405. placental ASM, HMU-PC fluorogenic substrate, 60 min. Potency, µM (highest dose often 57.5 µM), inactives show at the highest dose activity change, negative = inhibition, most hits filed as inhibitors. 340,000 tested, 0.006% active; also: potency is read from the fitted curve at half-maximal effect
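qHTS format. ASM enzyme prepared from human placenta hydrolyses the fluorogenic substrate HMU-PC0 (9 uM final) over 60 min at 37 °C after a 10 min compound preincubation.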
Active calls of the source: *; ? = inconclusive; . = no result given; & = joins results of further samples; ! = repeats disagree; [ ] = remark or other dose. Unless noted, calls follow the shape of the dose curve; as a rule, active = well fitted curve in the direction sought with a large enough effect; inconclusive = small, poorly fitted or top-dose-only effect, or another doubt; inactive = no such curve, though single readings can be large; an effect the other way counts as inactive or inconclusive. Some of the compounds tested (hit frequency here may not be typical).

SMILES	GALK inhibitor	B2AR arrestin	Integrin act MD	Giardia kill	PTAP TSG101 blk	PKM2 act	FBPA coupling cs	Tb PFK inh	Menin MLL FP TR	BCR signal inh	ASM inhibitor
COc1ccc(CC2(CO)CCN(Cc3ccncc3)CC2)cc1	-2%	-0.1%	2%	-3	-2%	-1%	-1	4%	-1%	-4%	1%
O=C(Cc1ccccc1F)NNC(=O)c1cccs1	.	-1.0%	19%	-8	-5%	.	.	-3%	.	0%	-1%
Cc1cc(NC(=O)c2cc(-c3ccc(OC(C)C)cc3)nc3ccccc23)no1	0%	-0.1%	0%	5	-1%	-2%	-1	-10%	25%	22%	283%[activator]
Cc1onc(C(=O)N2CCN(c3ccccc3F)CC2)c1-c1ccccc1Cl	2%	-1.0%	-4%	-8	-1%	-22%	-4	0%	-12%	1%	1%
O=C(NC1CCN(Cc2ccccc2)CC1)C1CCCN(c2nnc(-n3cccc3)s2)C1 (stereo unspecified)	-2%	-1.2%	-37%	25	1%	-1%	-1	?	-24%	4%	5%
COc1ccc(NC(=O)Nc2cnccn2)c(OC)c1	-3%	0.1%	28%	7	0%	0%	.	0%	.	1%	4%
COc1ccc(/C=N/NC(=O)c2ccco2)cc1COc1ccc(F)cc1	4%	-0.8%	-34%[inhibitor]	-24	-6%	7%	-1	-2%	8%	?	-7%
CCSc1cc(C2C(C#N)=C(N)OC(C)=C2C(=O)OC)c(C)o1 (stereo unspecified)	-3%	0.1%	-28%	-11	0%	-13%	-21	7%	-16%	3%	4%
O=C(NCc1ccc(F)cc1)c1ccc(S(=O)(=O)Nc2cccc(C(F)(F)F)c2)cc1	-3%	2.4%	-2%	1	0%	0%	0	-3%	?	?	-17%
C=CCNC(=O)Nc1ccc(OCC)cc1	-4%	-0.5%	-15%	-2	-10%	0%	2	-9%	-8%	0%	2%
CC(C(=O)N1CCN(C=O)CC1)N1C(=O)c2ccccc2C1=O (stereo unspecified)	3%	-0.4%	6%	11	-5%	-6%	4	-3%	-11%	1%	3%
O=c1c2ccc(Cl)cc2[nH]c(=S)n1Cc1cccnc1	-3%	0.0%	22%	5	0%	3.2µM*	3	2%	-4%	10%	-2%
Cc1cc(=O)oc2cc(NC(=O)c3cc([N+](=O)[O-])ccc3N3CCOCC3)ccc12	1%	-0.1%	?	6	0%	-1%	0	4%	-14%	?	47%[activator]
COC(=O)c1cc(Cn2nc(C(=O)O)c3ccccc3c2=O)oc1C	-1%	0.1%	-12%	10	-3%	.	-3	5%	-2%	?	0%
CC(=O)N1c2ccc(Cl)cc2C2OCCC2C1c1ccco1 (stereo unspecified)	-2%	-0.1%	-3%	-15	0%	-7%	-1	-5%	.	-9%	3%
N#Cc1cccc(CN2CCC(=O)N([C@H](CO)c3ccccc3)CC2)c1	.	-0.2%	-3%	-8	0%	1%	3	-4%	-9%	-7%	-3%
O=C(NNC1CC(=O)N(c2ccc(Cl)cc2)C1=O)c1ccccc1Cl (stereo unspecified)	-2%	0.1%	12%	5	1%	2%	2	3%	3%	-1%	2%
Cc1cccc(CCNS(=O)(=O)c2ccc3c(c2)CCN3C(=O)CCC(=O)O)c1	-7%	0.5%	-2%	8	-7%	.	.	-2%	.	0%	6%
O=C(c1cc(-c2ccccc2Cl)nc2ccccc12)N1CCN(c2ccccn2)CC1	.	-0.1%	18%	22	-4%	.	.	6%	.	-2%	-1%
COc1cc(/C=N/Nc2nc3ccccc3s2)cc([N+](=O)[O-])c1O	1%	0.1%	1%	-2	-8%	-2%	-1	1%	.	?	-7%
O=S(=O)(Nc1nc2ccccc2nc1Nc1cccc(S(=O)(=O)N2CCCCC2)c1)c1ccccc1	-4%	-0.3%	-28%	-11	-8%	11%	5	2%	?	6%	256%[activator]
Cc1ccc(CNC(=O)C2CCC(=O)N(CCc3ccccc3)C2)s1 (stereo unspecified)	7%	-0.5%	-20%	-4	1%	.	1	0%	-15%	4%	7%
COc1ccc(/C=C/C(=O)OCC(=O)Nc2cc(C(N)=O)cc(C(N)=O)c2)cc1	1%	0.3%	0%	5	0%	-2%	3	1%	-2%	-10%	-2%
Clc1cccc(OCc2nc(-c3ccncc3)no2)c1	3%	0.2%	8%	5	1%	-11%	-3	-20%	-5%	0%	6%
CCCCOC(=O)c1ccc(NC(=O)C(=O)NCc2ccncc2)cc1	1%	0.1%	-12%	10	1%	-3%	2	8%	6%	-5%	2%

(continued)
SMILES	GALK inhibitor	B2AR arrestin	Integrin act MD	Giardia kill	PTAP TSG101 blk	PKM2 act	FBPA coupling cs	Tb PFK inh	Menin MLL FP TR	BCR signal inh	ASM inhibitor
O=c1c2c(-c3ccc([N+](=O)[O-])cc3)ccnc2[nH]n1-c1ccccc1	-15%	0.4%	7%	-30	-6%	.	0	2%	?	?	8%
Cc1ccc(-c2noc(CCCN3C(=O)c4ccccc4C3=O)n2)cc1	-2%	0.4%	16%	-9	-8%	0%	8	-2%	15%	1%	-2%
O=C(CN1CCN(S(=O)(=O)c2ccc(F)cc2)CC1)Nc1ccnn1C1CCCC1	.	-0.9%	?	-7	-1%	.	.	1%	.	?	5%
CCOC(=O)c1ccc2c(c1)nc(SCC(=O)N1CCCCC1)n2CC	8%	0.2%	-5%	0	-3%	0%	1	1%	0%	2%	-1%
Cc1cccc(OCC(O)CN2C(C)(C)CC(O)CC2(C)C)c1 (stereo unspecified)	-1%	.	20%	-2	0%	-16%	-2	.	-6%	.	7%
CCc1sc(C(=O)N2CCc3cc(OC)c(OC)cc3C2CC(=O)O)cc1C (stereo unspecified)	.	-0.2%	?	-20	-6%	.	.	-2%	.	-9%	7%
COc1ccc(NC(=S)Nc2ccccc2C(F)(F)F)cc1	-2%	0.0%	-1%	-8	-1%	1%	1	0%	-7%	-5%	2%
CC1CN(C(=O)COC(=O)c2cnc(Cl)c(Cl)c2)CC(C)O1 (stereo unspecified)	.	-0.1%	16%	-7	0%	.	.	3%	.	5%	0%
c1ccc(CN2CCC3(CCCc4ccccc43)CC2)cc1	.	0.0%	.	-20	2%	.	.	-5%	?	0%	-1%
COc1ccc(Cl)cc1-n1c(C)cc(C(=O)OCC(=O)N2CC(=O)Nc3ccccc32)c1C	-2%	2.2%	-9%	3	-4%	-3%	0	-3%	-6%	?	-10%
CCn1c(NCc2cc(OC)ccc2OC)nc2ccccc21	2%	0.2%	-3%	-12	-9%	-6%	1	-6%	0%	-4%	0%
CCN(CC)c1ccc(N2C(=O)/C(=C\c3cccs3)SC2=S)cc1	-5%	0.0%	-5%	-8	-1%	-5%	-1	-4%	.	-9%	-3%
Cn1c(=O)cc(OCC(=O)Nc2ccccn2)c2ccccc21	2%	0.4%	11%	8	-1%	-3%	0	6%	1%	?	2%
CC1CCN(C(=O)CCc2nnc3ccc(NCCCN4CCCC4=O)nn23)CC1	0%	0.3%	6%	8	-5%	-2%	2	0%	9%	2%	-2%
COc1ccc(CN2C(=NC(=O)C3CCCO3)SC3CS(=O)(=O)CC32)cc1 (stereo unspecified)	-10%	-0.5%	-22%	1	0%	.	0	3%	-10%	-6%	4%
Cc1ccc(C(=O)OCC(=O)Nc2ccc3c(c2)OCCO3)cc1C	.	-0.1%	3%	-4	-9%	.	.	0%	.	0%	5%
Cc1ccc(S(=O)(=O)Oc2ccc(C)cc2/C=N/N=C2\NC(=O)C(C)S2)cc1 (stereo unspecified)	-4%	-0.3%	-32%	-15	-6%	27%	1	-1%	-3%	-21%	-9%
c1cnc2c(c1)ccc1cccnc12	0%&-2%	?	-36%	32&46[activator]	-1%&0%	0%&8%	-66*!	20%&8%	-11%&-2%&2%	-14%&-3%	4%&2%
O=C(CS(=O)(=O)c1ccccc1)Nc1nnc(-c2cccs2)o1	.	-0.1%	28%	-20	-3%	.	.	1%	.	?	.
CCS(=O)(=O)N1CCN(S(=O)(=O)c2ccc(Cl)s2)CC1	-6%	-0.1%	-13%	-1	-8%	7%	.	1%	.	-8%	1%
CCCCS(=O)(=O)N1CCCC(C(=O)Oc2ccccc2OC)C1 (stereo unspecified)	-3%	0.6%	9%	0	-1%	-1%	3	0%	4%	1%	0%
CCCCNC(=O)N1CCN(Cc2cccc(F)c2)CC1	-1%	-0.4%	32%	7	-5%	-2%	5	-1%	9%	7%	8%
CCCCNC(=O)N(O)C1N(/N=C/c2ccccc2O)C(=S)SC1(C)C (stereo unspecified)	-1%	-0.6%	-1%	4	-4%	.	-2	-1%	?	8%	0%

Screening results deposited in PubChem BioAssay by National Center for Advancing Translational Sciences (NCATS).
